TNAP activators: stimulation of alkaline phosphatase TNAP activity – biochemical, luminescent, no phosphate acceptor, uHTS, primary screen (AID 1001) | purified TNAP, luminescent activation assay, no phosphate acceptor; higher activation fold means a stronger effect | one-dose activation fold at 20 µM; EC50 in µM for titrated hits | hit rate 0.03% among 200,000; in the data active = activation fold from about 3, or a potency from the dose series; inactive = the rest, 99 in 100 with activation fold below about 1.6; note: many of its hits are not listed in these tables
Myeloid diff 2: compounds promoting myeloid differentiation. ER-HoxA9 myeloid progenitors, lysozyme-GFP differentiation, flow cytometry. calls only at 10 µM. hit rate 1% among 360,000;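 active = normalized GFP-positive differentiation at or above the plate's own cutoff, the solvent-only control mean plus 3 SD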;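 note: cells exposed to compound for four days before flow analysis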
Dynein cargo inh: dynein cargo transport inhibition; 3617.4 mouse cells, GR-EGFP nuclear translocation imaging; test concentration mostly 20 µM; stimulated with dexamethasone, 1 µM; stronger effect = lower value; z-score, hits read low; hit rate 0.47% among 220,000;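 active = plate z-score of nuclear minus cytoplasmic receptor signal below a set negative limit, without overly bright fluorescence or cell loss, cut at about -3.5 in these data, passing the limit was not always enough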;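 note: z-score of nuclear minus cytoplasmic ring GR-EGFP intensity difference per well; some compounds called inactive have numbers as strong as hits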
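Also added – dexamethasone, 1.0 µM final · Buffer or medium – tet-free, stripped-serum medium · Schedule – induction 48 h, compound 1 h, agonist 30 min · Detection – formaldehyde fixation, Hoechst nuclear stain, 10x automated fluorescence imaging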
Insulin prom up: MIN6 insulin promoter up-regulation; z-score at 5 µM; AID 1625; hit rate 0.3% among 190,000; MIN6 insulin promoter-GFP reporter, high-content imaging; stronger effect = higher value;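 active = z-score above 3 at 5 µM with at least 500 cells counted in the well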
T cell HTS: modulates CD8 T cell binding to vesicles. 2C CD8+ T cell-vesicle binding, flow cytometry; stronger effect = lower value. calls only at 7 µM. hit rate 0.068% among 330,000;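 active = response, share of CD8 T cells binding vesicles, and their 90th percentile fluorescence all below set limits, cut at about 80% in these data, passing the limit was not always enough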
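Assay system – 2C mouse CD8+ T cells · Also added – QL9-loaded Drosophila micro-vesicles · Timing – Cell–vesicle co-incubation 1.5 h at 37 °C, staining 20 min on ice · Signal – flow cytometry of vesicle-bound cells · Measure – percent CD8+ FL2 mean versus row control · Controls – Peptide-free naked vesicles (low) and QL9 vesicles with 0.7% DMSO vehicle (high)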
human PMI inhibition: inhibitors of human PMI, primary screen, biochemical, fluorescence intensity, coupled assay (AID 1209); purified PMI enzyme, coupled fluorescence intensity; higher % means a stronger effect; one-dose inhibition, % at 20 µM; IC50 in µM for titrated hits; hit rate 0.42% among 190,000; in the data active = inhibition above about 50%;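 note: plate controls were DMSO vehicle for no effect and wells lacking substrate for full effect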
MT stabilizer: microtubule stabilization, imaging screen; HeLa tubulin immunostaining HCS, 24 h; share of cells brighter than vehicle mean+2SD; % tubulin-high responders, % at 10 µM; hit rate 0.83% among 200,000; AID 2205;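 active = plate Z-score above 3 for both tubulin-high and condensed-nucleus cell shares, with cell loss under 80%, at 10 µM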;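 note: anti alpha tubulin signal scored within the nucleus-defined area of each cell; some results filed as inactive read as strong as hits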
bCat nuc transl: beta-catenin nuclear translocation modulation. HeLa beta-catenin nuclear translocation, immunofluorescence imaging. hit rate 0.3% among 190,000. nuclear translocation activity, % at 5 µM;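 active = nuclear translocation activity above 50% at 5 µM, with a well cell count of 50 or more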;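 note: per-cell ratio of nuclear to cytoplasmic median beta-catenin stain intensity; plate controls were DMSO negative control for no effect and GSK-3 inhibitor IX positive control for full effect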
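Test system: human HeLa cells, native beta-catenin. Compound dosing: 5 µM primary single dose, 0.1% DMSO, 0.02–20 µM confirmation series. Incubation: compound exposure 24 h at 37°C. Detection: beta-catenin immunostaining with DAPI counterstain, 20x imaging, 6 fields/well. Read-out basis: Nuclear/cytoplasmic beta-catenin signal ratio, % activation.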
Hep lipid drop: hepatic lipid droplet formation modulation. AML12 mouse hepatocytes, oleate lipid droplets, BODIPY imaging. inhibition, % at 6.5 µM. hit rate 0.4% among 240,000;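 active = lipid droplet intensity inhibited by at least 50%, with more than 500 cells counted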
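Material: mouse AML12 hepatocyte cell line, fixed after treatment; Timing: compound with oleate, overnight; Technique: high-content imaging of BODIPY-stained droplets and DAPI nuclei; Probe or stimulus: oleate, 100 µM final; Dosing: compound at 6.5 µM only.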
Dynein cargo inh cytoplasmic EGFP: also measured in Dynein cargo inh; calls as there; z-score; measured here: cytoplasmic GR-EGFP intensity; stronger effect = higher value
Dynein cargo inh nuclear GR-EGFP: further read-out of Dynein cargo inh, marked with its call; z-score; measured here: nuclear GR-EGFP intensity;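 lower value marks the stronger effect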
Dynein cargo inh cell count: further read-out of Dynein cargo inh, marked with its call; z-score; measured here: cell count per field
Insulin prom up cell count: recorded beside Insulin prom up, whose call it bears; cell count; measured here: cytotoxicity, nuclei count;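 total cells summed across four imaged fields per well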
Hep lipid drop cells 6.5 µM: also measured in Hep lipid drop; calls as there; cell count; measured here: cell count, cytotoxicity flag;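 cells counted across two imaged fields per well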
bCat nuc transl cell count 5 µM: second read-out of bCat nuc transl, no call of its own (marks repeat the call); cell count; measured here: cell count, cytotoxicity flag
T cell HTS vesicle-bound %: recorded beside T cell HTS, whose call it bears; double positive events, %; measured here: CD8+ vesicle-bound cell fraction;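 binding gate set so that unloaded-vesicle control wells show 10% double positive cells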
MT stabilizer Hoechst-high %: further read-out of MT stabilizer, marked with its call; % Hoechst-high responders; measured here: nuclear condensation Hoechst responders;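 share of cells brighter than vehicle mean plus two SD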
MT stabilizer cytotoxicity %: further read-out of MT stabilizer, marked with its call; toxicity, %; measured here: cytotoxicity by cell density;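 0% = mean cell density of plate MIN control wells and 100% = no cells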
Myeloid diff 2 GFP+ MAC1+ %: also measured in Myeloid diff 2; calls as there; GFP+ MAC1+ double positive, %; measured here: differentiation confirmed by MAC1 staining
* marks the source's active call; other numbers are inactive results; i = inactive; . = not tested or not shown.

Fields: T cell HTS, TNAP activators, Insulin prom up cell count, Dynein cargo inh cell count, human PMI inhibition, Myeloid diff 2 GFP+ MAC1+ %, bCat nuc transl, MT stabilizer, bCat nuc transl cell count 5 µM, T cell HTS vesicle-bound %, MT stabilizer Hoechst-high %, Myeloid diff 2, Dynein cargo inh cytoplasmic EGFP, Insulin prom up, Hep lipid drop, Dynein cargo inh nuclear GR-EGFP, MT stabilizer cytotoxicity %, Hep lipid drop cells 6.5 µM, Dynein cargo inh
> CC1Cc2ccccc2N1C(=O)CSc1nnnn1-c1ccc2c(c1)OCCO2 (stereo not drawn)
    i, 1.1, 1077, -1.16, 8.2%, 6.2, 0.9, 1.8, 717, 8.3, 2.8, i, -0.108, 0.71, ., 0.507, 8.1, ., 0.217
> O=C1CCC([N+](=O)[O-])C(c2cccc(Cl)c2Cl)N1 (stereo not drawn)
    i, 1, 937, 0.922, -4.8%, 0.6, ., 3.6, ., 48.2, 3.0, i, -0.277, 0.63, ., -0.387, 6.6, ., -0.709
> Cc1cc(NS(=O)(=O)c2ccc(NC(=O)c3ccco3)cc2)no1
    i, 1.1, 1137, -1.92, -9.9%, 0.5, 4.0, 2.2, 1057, 59.4, 1.0, i, -0.0789, 1.01, 4.4, 1.63, 4.7, 786, 2.9
> O=C(Nc1ccccc1F)NC1CCN(Cc2nnnn2Cc2ccc(F)cc2)CC1
    i, 1.2, 895, -1.05, -3.4%, 0.2, -4.6, 5.2, 1015, 37.4, 3.6, i, -0.147, -1.58, ., 0.107, 13.6, ., -0.392
> COc1ccc(OC)c(S(=O)(=O)N(C)CC(=O)Nc2ccc3c(c2)OCCO3)c1
    i, 1.1, 1818, 0.417, 7.5%, 1.3, 0.2, 1.6, 1067, 56.6, 1.5, i, -0.214, -0.56, -19.3, -0.283, 5.4, 584, -0.689
> O=C(NCCc1ccccc1)C1CCN(C(=O)c2sccc2-n2cccc2)CC1
    i, 1, 2045, 0.418, 0.5%, 0.5, -4.6, 2.8, 1057, 7.7, 2.9, i, 0.0295, 1.82, -2.9, 0.314, 7.7, 652, 0.146
> CCOC(=O)c1cc2[nH]c3ccccc3c2[n+](-c2ccc([N+](=O)[O-])cc2)c1C
    i, 1.1, ., 0.171, 2.8%, 0.1, -0.5, 1.8, 982, 44.1, 2.0, i, -0.26, ., 3.9, -0.382, 2.2, 569, -0.304
> Cc1nc2c3c(sc2c(=O)[nH]1)NC(=O)CC3c1ccccc1Cl (stereo not drawn)
    i, ., 1127, -0.894, ., 0.6, 0.0, ., 1370, 25.1, ., i, -0.188, 0.05, 3.9, 1.71, ., 685, 2.39
> N#CCSc1nccc(/C=C/c2ccccc2)n1
    i, 1.1, 1388, 1.36, 4.2%, 0.3, 0.9, 5.3, 1044, 60.2, 1.0, i, -0.36, -0.16, -1.7, 0.161, 2.0, 712, -0.177
> O=C(CSc1nccn1-c1cccc(Cl)c1)Nc1ccc2c(c1)OCCO2
    i, 1.1, 919, 0.435, 0.6%, 1.3, ., 4.3, ., 18.8, 2.4, i, -0.297, -0.44, ., 0.16, 8.6, ., -0.0825
> COc1ccc(S(=O)(=O)N2CCN=C2SCc2cccnc2)cc1
    i, 1, 1223, 1.52, 2.6%, 0.2, 0.1, 4.4, 1099, 55.8, 2.5, i, -0.261, -0.63, -23.0, -0.489, 2.0, 706, -0.789
> CCC(C)(C(=O)NC1CCCC1)N(Cc1cccs1)C(=O)c1ccc2c(c1)OCO2 (stereo not drawn)
    i, 1.1, 1540, -0.175, 17.9%, 0.3, -5.6, 2.7, 1363, 51.7, 2.0, i, -0.106, 0.74, -1.5, 0.383, 3.2, 702, -0.441
> COc1ccc(CCNC(=O)COc2ccc(S(=O)(=O)N3CCCC3)cc2)cc1
    i, 1.1, 1466, 0.303, -2.2%, 0.1, 0.9, 1.9, 1524, 37.1, 1.2, i, -0.0573, -0.12, -0.6, 0.108, 7.1, 660, 0.0768
> N#Cc1c(N)sc(=S)c2c1CCCCC2
    i, 0.8, 1393, -0.235, -22.2%, 1.1, 2.1, 1.1, 955, 45.6, 1.6, i, -0.023, -0.05, -2.9, -1.42, 6.7, 614, -3.04
> CCOc1cc(C(=O)Nc2ccccc2N2CCOCC2)ccc1OCC(=O)N1CCCCC1
    i, 1.1, 1206, -0.174, -8.0%, 0.3, -5.4, 2.9, 1140, 42.7, 3.6, i, -0.301, -0.16, 3.6, 3.33, 1.3, 671, 2.64
> O=C(NC1CCCCC1)c1nc2c(nnn2Cc2ccccc2Cl)c(=O)[nH]1
    i, 1, ., 2.31, -4.8%, 6.1, -0.2, 2.3, 454, 10.8, 0.4, i, -0.217, ., -11.4, 0.431, 10.7, 775, -0.442
> O=C(Cc1cccc2ccccc12)NN1C(=O)CSC1=S
    i, 1.3, 1307, -2.57, 8.0%, 0.0, -2.3, 0.1, 1024, 57.6, 1.9, i, 0.674, 0.17, -8.6, 3.38, 3.9, 665, 2.6
> O=C(CSc1nc2c(cnn2-c2ccc(F)cc2)c(=O)[nH]1)N1CCOCC1
    i, 1.1, 1661, 0.748, -6.7%, 0.3, 1.8, 2.6, 1446, 26.4, 2.1, i, -0.11, -0.59, ., -0.186, 11.1, ., -0.98
> O=C1C[C@@H](c2ccc(O)cc2)Oc2cc(O)cc(O)c21
    i, 1.1, 1221, 0.291, 10.6%, 1.4, ., 3.4, ., 9.9, 2.6, i, -0.293, 0.02, -3.3, 0.426, 4.6, 776, 0.203
> O=C1C(=O)N(c2cccc(Cl)c2)C(c2ccccc2[N+](=O)[O-])/C1=C(\O)c1ccccc1 (stereo not drawn)
    i, 1, 1642, 1.33, -4.0%, 4.5, 0.4, 3.5, 1260, 14.9, 2.0, i, -0.101, 0.13, ., 0.306, 5.0, ., -0.249
> CCOc1ccc(S(=O)(=O)NCCC(=O)OCC(=O)Nc2cc(C)on2)cc1
    i, ., 1156, -1.6, ., 0.3, 1.7, ., 1212, 25.9, ., i, -0.224, 1.49, -5.3, 0.866, ., 615, 1.1
> Cc1ccc(C)c(NC(=O)CCn2cnnn2)c1
    i, 1, 1324, 0.0175, 5.4%, 0.3, -3.3, 4.0, 1100, 53.3, 2.1, i, -0.241, 0.18, 1.7, 0.338, 9.2, 659, -0.2
> COc1ccc(C2CCCN2C(=S)Nc2ccc(C)cc2C)cc1OC (stereo not drawn)
    i, 1, 975, -2.01, -6.7%, 0.1, -1.0, 2.7, 1114, 40.3, 2.7, i, 0.068, 0.46, -8.3, -0.0623, 4.2, 683, -0.286
> Cn1c(=O)n(C)c2cc(C(=O)O)ccc21
    i, 1.1, 970, 0.169, 1.7%, 0.3, ., 1.4, ., 46.4, 1.1, i, -0.264, -0.34, ., 0.49, 8.1, ., 0.39
> COc1cccc(N2CC(=O)N(NC(=O)CSc3nc(C)cc(C)c3C#N)CC2=O)c1
    i, 1.1, 1292, -0.266, -3.2%, 1.6, ., 2.1, ., 29.7, 4.5, i, -0.145, 0.17, ., 0.2, 4.9, ., 0.24
> CCOC(=O)c1c(C)oc2ccc(OCc3cc(C(=O)OC)oc3C)cc12
    i, 1.1, ., -0.731, 4.5%, 0.7, -13.6, 1.8, 1193, 6.8, 1.2, i, -0.135, ., -3.1, 1.68, 6.2, 762, 3.5
> Cc1coc(C)c1C(=O)CC1(O)C(=O)Nc2cc(Cl)cc(Cl)c21 (stereo not drawn)
    i, 0.9, 1301, 0.646, 11.3%, 0.5, -3.5, 5.4, 910, 44.1, 3.1, i, -0.354, 0.01, ., -0.363, 7.6, ., -1.01
> C/C(CCc1ccccc1)=N\NC(=O)COc1ccccc1C
    i, 1.1, 1302, 0.602, 2.8%, 0.3, 4.5, 1.8, 802, 0.6, 1.3, i, -0.199, -0.07, -6.5, -0.255, 7.4, 674, -0.52
> O=C(CSc1nnc2scc(-c3ccccc3)n12)Nc1nsc(-c2ccc(Cl)cc2)n1
    i, ., ., -0.235, ., 0.7, ., 2.5, ., 36.3, 1.9, i, 0.0312, ., ., 0.472, 25.6, ., -0.206
> COc1cc(NC(=O)c2cc(OC)c(OC)c(OC)c2)c(OC)cc1NC(=O)CN1CCCCC1
    i, 1, 1138, -0.471, 9.7%, 0.6, ., 3.4, ., 59.7, 2.1, i, -0.24, -0.34, -2.6, 0.373, 8.7, 701, 0.789
> FC(F)(F)c1cc(-c2ccc(Cl)cc2)nc2ncnn12
    i, 1.2, ., 0.632, -7.2%, 0.5, -2.1, 1.3, 1274, 34.1, 1.4, i, 0.618, ., 8.2, -0.144, 3.6, 811, -0.262
> O=[N+]([O-])c1ccc(Oc2cnc3ccccc3n2)cc1
    i, 1, 1149, -2.01, -16.4%, 0.2, -3.6, 2.5, 1107, 51.4, 2.8, i, 0.0203, 0.6, -12.2, 0.311, 1.6, 690, 0.493
> CCOC(=O)CC(=O)CSc1nc(N)c(C#N)c(-c2ccc(Cl)cc2)c1C#N
    i, 1.1, 1222, 0.222, -11.4%, 8.1, 2.1, 2.5, 1193, 39.4, 2.9, i, -0.157, 0.56, ., 0.375, 12.7, ., 0.615
> Cc1nc(C2CC(=O)OC23CCCCC3)cs1 (stereo not drawn)
    i, 1.2, 1264, 0.155, 5.1%, 0.7, -2.8, 3.1, 1002, 36.6, 2.9, i, 0.497, 0.22, ., -0.087, 7.5, ., -0.505

No enrichment for hits. Share with any hit: about 3%.
